Bioassay records (PubChem BioAssay)
CRFR2-BP ag: agonists of human CRF-binding protein/CRF-R2 receptor complex. HEK293 CRF-R2/CRF-BP, calcium dye fluorescence (FLIPR); percent of saturating CRF peptide response. activation, % at 13.2 µM. actives 0.46% (n = 350,000);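 active = activation of at least 50%, plus an integration ratio under a set limit after plate pattern correction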;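 also: plate controls were neutral control wells without compound for no effect and CRF at EC100 for full effect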
PHOSPHO1 block: blocks human PHOSPHO1 phosphatase activity | recombinant PHOSPHO1, absorbance phosphatase assay | inhibition, % at 13.3 µM | actives 1.1% (n = 290,000) | AID 1565; in the data active = inhibition above about 60%
M4 PAM: CHRM4 positive allosteric modulation | activation, % at 3 µM | AID 624126 | actives 0.4% (n = 360,000) | CHO-K1 hM4/Gqi5, Fluo-8 calcium fluorescence, ACh EC20; 0% = ACh EC20, 100% = maximal ACh | P08173;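 active = activation above its plate's cutoff, the mean activation of sample wells plus 3 SD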; also: some results filed as inactive read as strong as hits
CRFR2-BP antag: antagonists of CRF-binding protein/CRF-R2 receptor complex; HEK293 CRF-R2/CRF-BP, CRF-induced calcium fluorescence; inhibition, % at 11.8 µM; actives 0.59% (n = 350,000); AID 588475;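 active = inhibition of the ligand-induced calcium signal above about 50% at the single tested concentration, limit read from the data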
IDE cell activ: activators of human insulin-degrading enzyme in cells; HEK cells, FAbeta-B cleavage, fluorescence polarization; 0% vehicle, 100% cell-free pure enzyme wells; AID 493087; P14735; actives 0.073% (n = 340,000); activation, % at 5.96 µM;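 active = activation above the mean of all tested compounds plus 3 SD, set per screening campaign, cut at about 17% in these data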
MEKK3 PB1 HTS: MEKK3-MEK5 PB1 interaction, increase or decrease; actives 1.4% (n = 290,000); binding response (% of control), % at 10 µM; Q99759; bead-based flow cytometry, Alexa488-MEK5 binding to MEKK3; actives lie on both sides; 0 = blocked by unlabeled MEK5, 100 = vehicle;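 active = binding response more than 3 SD above or below the average of its plate-row segment, actives on both sides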;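 also: Alexa488 bead fluorescence after subtracting the streptavidin-only scavenger bead signal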
Target sequence (Q99759 whole entry, looked up): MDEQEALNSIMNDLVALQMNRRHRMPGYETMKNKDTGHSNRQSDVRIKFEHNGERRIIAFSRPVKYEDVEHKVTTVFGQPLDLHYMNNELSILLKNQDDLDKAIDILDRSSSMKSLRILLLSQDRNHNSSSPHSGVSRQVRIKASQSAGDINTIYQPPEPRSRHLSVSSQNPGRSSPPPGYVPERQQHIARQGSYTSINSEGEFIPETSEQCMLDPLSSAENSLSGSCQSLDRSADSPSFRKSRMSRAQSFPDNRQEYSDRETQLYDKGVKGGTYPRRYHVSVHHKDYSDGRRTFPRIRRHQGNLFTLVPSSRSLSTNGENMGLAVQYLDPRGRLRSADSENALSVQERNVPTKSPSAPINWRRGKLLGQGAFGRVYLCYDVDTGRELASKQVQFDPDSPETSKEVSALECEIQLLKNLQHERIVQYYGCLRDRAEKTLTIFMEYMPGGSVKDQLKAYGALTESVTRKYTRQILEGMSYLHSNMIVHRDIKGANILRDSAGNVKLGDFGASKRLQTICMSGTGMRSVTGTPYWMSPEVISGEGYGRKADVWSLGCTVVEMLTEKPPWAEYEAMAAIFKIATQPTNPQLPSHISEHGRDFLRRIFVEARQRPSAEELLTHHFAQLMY
GalR3 antagonist: human GalR3 antagonism | HEK293 GalR3-CNG cAMP membrane potential fluorescence; galR3 body fused to GalR1 C-terminus | inhibition, % at 3 µM | O60755 | actives 0.44% (n = 360,000);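 active = inhibition above the screen-wide average plus 3 SD, cut at about 13% in these data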;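 also: forskolin and galanin both at EC90 stimulate the cells; cAMP rise reported by CNG channel membrane potential dye signal; 0% = forskolin plus galanin with DMSO and 100% = forskolin alone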
Target sequence (O60755 1-299 limits assumed): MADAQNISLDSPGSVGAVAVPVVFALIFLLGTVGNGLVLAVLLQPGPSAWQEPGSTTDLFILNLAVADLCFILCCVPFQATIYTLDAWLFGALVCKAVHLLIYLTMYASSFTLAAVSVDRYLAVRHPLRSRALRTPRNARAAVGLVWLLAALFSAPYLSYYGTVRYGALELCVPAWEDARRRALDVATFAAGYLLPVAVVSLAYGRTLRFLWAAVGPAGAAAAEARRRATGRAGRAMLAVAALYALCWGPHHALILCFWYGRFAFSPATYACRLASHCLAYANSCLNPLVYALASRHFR
IDE cell inh: inhibitors of human insulin-degrading enzyme in cells; P14735; HEK cells, FAbetaB cleavage, fluorescence polarization; inhibition, % at 5.59 µM; actives 0.41% (n = 320,000); AID 434962;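 active = percent inhibition above the average of all tested compounds plus 3 SD, set per screening campaign, cut at about 16% in these data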;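 also: IDE supplied by intact live HEK cells; FP after avidin binding of uncleaved biotin substrate so inhibition keeps polarization high; 0% = DMSO wells and 100% = 60 µM reference IDE inhibitor Ii1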
p-CIP stab down: compounds decreasing mouse p/CIP protein stability; AID 1984; F442A p/CIP-EGFP cells, EGFP fluorescence, 16 h; Q05BA5; decrease of EGFP signal, % at 10 µM; actives 0.01% (n = 290,000);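 active = EGFP signal decrease of at least 30% at 10 µM or well 3 SD below plate mean, unless failing retest; inactive = the rest, including hits failing retest or dose response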; also: some compounds called inactive have numbers as strong as hits; many of its hits are not listed in these tables
* marks the source's active call; other numbers are inactive results; / = no result given.

(1) CN(C)/N=C/c1ccc(OS(=O)(=O)c2ccccc2)cc1
(2) Clc1ccc(-c2nc3cnccn3c2NC2CCCC2)cc1
(3) O=Cc1ccc(O)c(O)c1
(4) O=C(CN1CCCCC1)NNc1nc(-c2ccccc2)c2cc(Cl)ccc2n1
(5) Cc1cc(C)cc(NC(=S)NCc2ccc(S(N)(=O)=O)cc2)c1
(6) CC(c1ccon1)N(C)Cc1c(C(=O)N(C)Cc2ccccc2)nc2ccccn12 (configuration not stated)
(7) OCC1(CCCc2ccccc2)CCN(Cc2cc(F)ccc2F)CC1
(8) Cc1ccc(NC(=O)NCc2ccccn2)c(C)c1
(9) O=C(C1CC1)N1N=C2CCCCC2C1(O)C(F)(F)F (configuration not stated)
(10) CCOc1ccccc1C(=O)N[C@H](C(=O)NCc1ccccc1)C(C)C

Assay by compound	1	2	3	4	5	6	7	8	9	10
CRFR2-BP ag	-0.7	5.4	0.5	0.2	1.0	-1.5	-0.1	-0.7	-1.2	0.2
PHOSPHO1 block	29	21	4	26	-15	23	20	32	61*	25
M4 PAM	-5	-7	-3	-1	1	-1	2	7	4	10
CRFR2-BP antag	11	-76	4	-34	0	3	-1	2	-10	4
IDE cell activ	2	3	-1	-7	2	2	0	5	4	0
MEKK3 PB1 HTS	97	109	89	92	100	99	102	101	104	102
GalR3 antagonist	-2	/	/	-5	3	5	-1	7	-3	-1
IDE cell inh	-1	5	6	3	-7	4	1	/	-1	4
p-CIP stab down	-8	-2	0	2	0	-15	9	6	-2	-32

(11) CN(CC(=O)Nc1ccccc1Br)C(=O)CCc1ccccc1
(12) O=C(O)c1ccc(S(=O)(=O)NC2CCCCCC2)cc1
(13) CS(=O)c1ccccc1-c1nc(-c2cccc(Cl)c2)no1 (configuration not stated)
(14) COCCCNC(=O)CSc1ccsc1[N+](=O)[O-]
(15) COC(=O)c1ccc(N2C(=O)CC(N3CCN(C(=O)c4ccco4)CC3)C2=O)cc1 (configuration not stated)
(16) O=C(Nc1nncs1)C1CC(=O)N(C2CCCC2)C1 (configuration not stated)
(17) c1coc(CNC2C3CC4CC(C3)CC2C4)c1 (configuration not stated)
(18) COc1cc(Cl)c(S(=O)(=O)N2CCCC2)cc1Cl
(19) O=C(O)CC1C(=O)NCCN1C/C=C/c1ccccc1 (configuration not stated)
(20) CCc1ccccc1OCC(=O)Nc1nc(-c2cccnc2)cs1

Assay by compound	11	12	13	14	15	16	17	18	19	20
CRFR2-BP ag	-0.7	-0.3	0.0	-0.2	-1.2	0.1	1.5	-0.7	1.1	-2.9
PHOSPHO1 block	30	9	-8	20	14	38	4	8	-6	11
M4 PAM	3	-3	11	9	-1	-3	-5	-2	0	-3
CRFR2-BP antag	3	3	-37	-2	38	1	-6	4	3	-17
IDE cell activ	0	-1	-11	3	2	4	4	-1	1	3
MEKK3 PB1 HTS	101	99	103	107	98	100	100	97	102	100
GalR3 antagonist	-1	2	-6	-3	-8	0	-2	-2	-3	-6
IDE cell inh	-6	10	-3	-1	5	-4	10	2	1	3
p-CIP stab down	-26	-4	-12	-17	-11	5	-10	1	-6	13

(21) Cc1ccc(/C=C2/C(=O)ON=C2c2ccccc2)o1
(22) CC1Cc2ccccc2N1C(=O)Cn1cnc2ccccc21 (configuration not stated)
(23) CCOCCCNC(=S)NCCCNc1nc2ccc(C)cc2cc1C#N
(24) O=C(COC(=O)/C=C/c1cccc(C(F)(F)F)c1)NCc1ccccc1
(25) Cc1cc(C)cc(OCC(=O)N2CCN(c3ncccn3)CC2)c1
(26) C=CCOC(=O)C1=C[C@H](c2coc3ccccc3c2=O)C[C@H](OCc2ccc(CO)cc2)O1
(27) CCC1CCCCN1C(=O)CSc1nc2c(cnn2-c2ccc(C)cc2)c(=O)[nH]1 (configuration not stated)
(28) Cc1cccc(C(=O)Oc2ccc(/C=N/NC(=O)c3ccccc3O)cc2)c1
(29) O=C(CN(c1ccccc1)S(=O)(=O)c1ccccc1[N+](=O)[O-])Nc1cccnc1
(30) COc1cc(-c2nnc(CSc3nnc(Nc4ccc(Oc5ccccc5)cc4)s3)o2)cc(OC)c1OC

Assay by compound	21	22	23	24	25	26	27	28	29	30
CRFR2-BP ag	31	-1.0	/	-0.3	-4.2	-1.5	1.0	2.6	0.0	0.0
PHOSPHO1 block	12	34	-20	2	/	35	-11	-4	-13	5
M4 PAM	-6	-6	/	-3	6	-5	-2	-29	-4	-11
CRFR2-BP antag	-38	-2	/	-5	10	4	0	5	-22	-2
IDE cell activ	-7	2	/	0	0	-2	7	-4	-2	-3
MEKK3 PB1 HTS	87	100	101	89	/	94	118	102	103	107
GalR3 antagonist	-5	-8	-6	-2	-6	-6	/	-1	-10	-2
IDE cell inh	4	-4	3	7	6	-3	1	0	5	7
p-CIP stab down	-9	-8	-6	-17	/	-3	-10	-1	-3	-9

(31) Cc1nc(SCC(=O)Nc2sccc2C(N)=O)c2c(C)c(C)sc2n1
(32) CC(=O)C[C@@H](O)CC(=O)[C@H]1OC(=O)CCCCCCCCc2ccccc21
(33) Cc1cc(C)c(C)c(OCCCn2ccnc2)c1
(34) CC1(C(=O)NC2CCCC2)CCC(=O)N1Cc1ccccc1 (configuration not stated)
(35) COc1cnc(-c2ccccn2)nc1Oc1ccc(Cl)cc1
(36) O=C(NCC1CCCO1)C1CCN(C2CCN(Cc3ccco3)CC2)CC1 (configuration not stated)
(37) CC(C)OC(=S)N/C(=N\S(=O)(=O)c1ccccc1)c1ccccc1
(38) CC1(C)CC(NC(=O)C(=O)NCCc2ccccc2)CC(C)(C)N1
(39) CCN(CC)c1ccc(NC(=O)C2CCCC2)cc1
(40) CN1CCN(C(=O)c2cc(COc3ccc(F)cc3Cl)on2)CC1c1ccccc1 (configuration not stated)

Assay by compound	31	32	33	34	35	36	37	38	39	40
CRFR2-BP ag	-1.6	42	-1.3	0.4	6.1	1.2	0.7	-0.5	-2.1	1.9
PHOSPHO1 block	/	/	12	6	36	32	24	14	14	24
M4 PAM	-1	12	-4	13	16	5	2	4	-3	-12
CRFR2-BP antag	-8	4	-3	14	-12	-26	3	9	-8	3
IDE cell activ	/	2	0	-3	2	5	5	-1	-1	-4
MEKK3 PB1 HTS	/	/	105	101	103	96	102	78	106	108
GalR3 antagonist	-4	-4	-3	-4	-6	-6	-4	-4	-10	4
IDE cell inh	/	4	-4	-2	8	6	6	2	0	5
p-CIP stab down	/	/	-7	-3	-16	-9	-6	-12	-4	-2

(41) CC(=O)c1ccc(N2CCN(CC(=O)N(C3CC3)C3CCS(=O)(=O)C3)CC2)c(F)c1 (configuration not stated)
(42) COc1cccc(-c2c(-c3cc(OC)cc(OC)c3)n(C)c3ccc(-c4cnc(N5CCOCC5)nc4)cc23)c1
(43) CCc1ccc(OCc2nnc(SCCN3CCOCC3)n2C)cc1
(44) CC(Sc1nnc(-c2ccco2)n1C)C(=O)N1C(C)CCCC1C (configuration not stated)
(45) CCOC(=O)C1CCCN(C(=O)c2ccc(S(=O)(=O)N3CCOCC3)cc2)C1 (configuration not stated)
(46) COc1ccc(C2=NOC(C(=O)Nc3cccnc3)C2)cc1 (configuration not stated)
(47) Cc1ccc([N+](=O)[O-])c(-c2n[nH]c(=S)n2-c2cccc(Cl)c2)c1
(48) CCOc1cc(NC(=S)NCC2CCCO2)c(OCC)cc1NC(=O)c1cccc(F)c1 (configuration not stated)
(49) Cc1nnc(SCC(=O)Nc2ccc(Cl)cn2)n1Cc1ccccc1
(50) Cc1[nH]c2ccccc2c1/C=N/Nc1cccc(C(=O)O)c1

Assay by compound	41	42	43	44	45	46	47	48	49	50
CRFR2-BP ag	-0.6	-0.5	-0.9	-0.1	0.1	1.2	-1.5	0.1	-0.2	-1.5
PHOSPHO1 block	/	/	54	38	/	3	88*	10	-7	61*
M4 PAM	6	20	6	6	-1	1	-3	9	7	-3
CRFR2-BP antag	-3	1	4	-3	19	4	8	2	7	9
IDE cell activ	1	3	-1	-1	0	4	1	2	1	9
MEKK3 PB1 HTS	/	/	104	100	/	95	100	91	102	77
GalR3 antagonist	-1	-6	-4	0	-5	3	1	-1	-2	-4
IDE cell inh	-1	-1	3	-3	-2	-5	-1	-2	-1	3
p-CIP stab down	/	/	2	5	/	-8	0	-30	17	-2

Some of these compounds in order of molar mass, descending:
(27) CCC1CCCCN1C(=O)CSc1nc2c(cnn2-c2ccc(C)cc2)c(=O)[nH]1 (configuration not stated)
(32) CC(=O)C[C@@H](O)CC(=O)[C@H]1OC(=O)CCCCCCCCc2ccccc21
(37) CC(C)OC(=S)N/C(=N\S(=O)(=O)c1ccccc1)c1ccccc1

Assay by compound	27	32	37
CRFR2-BP ag	1.0	42	0.7
PHOSPHO1 block	-11	/	24
M4 PAM	-2	12	2
CRFR2-BP antag	0	4	3
IDE cell activ	7	2	5
MEKK3 PB1 HTS	118	/	102
GalR3 antagonist	/	-4	-4
IDE cell inh	1	4	6
p-CIP stab down	-10	/	-6

Continuation.
(51) CC(OC(=O)C1=Cc2ccccc2OC1)C(=O)NC1CCCC1 (configuration not stated)
(52) Cc1nc2ccccn2c1C(=O)CSc1ccccc1Cl
(53) CCn1c(SCC(=O)N2CCc3ccccc32)nc2c(c1=O)SC(C)C2 (configuration not stated)
(54) CC(C)N(C(=O)c1ccccc1-c1ccccc1)C(C)C
(55) COC(=O)Cn1c(=NC(=O)C2COc3ccccc3O2)sc2cc(S(N)(=O)=O)ccc21 (configuration not stated)
(56) O=C(O)c1cc2cc(Cl)ccc2oc1=O
(57) CCS(=O)(=O)n1nc(-c2cccnc2)nc1NCc1ccc(F)cc1
(58) CCCNC(=O)CCn1nc(-c2ccc(C)cc2)c2ccccc2c1=O

Assay by compound	51	52	53	54	55	56	57	58
CRFR2-BP ag	0.5	0.8	17	-1.9	-2.7	-1.1	0.1	-3.4
PHOSPHO1 block	6	3	6	4	-5	50	-29	42
M4 PAM	-1	-1	-11	3	-2	5	6	-8
CRFR2-BP antag	-1	3	-18	33	15	-1	1	5
IDE cell activ	7	-1	/	3	2	-4	-3	-4
MEKK3 PB1 HTS	100	103	90	104	102	106	100	103
GalR3 antagonist	-10	3	/	-7	1	-4	-6	-12
IDE cell inh	-3	1	-1	1	-1	-5	3	5
p-CIP stab down	-6	-8	-2	5	0	5	1	-13

Structures above that contain fluorine, in the order listed:
(7) OCC1(CCCc2ccccc2)CCN(Cc2cc(F)ccc2F)CC1
(9) O=C(C1CC1)N1N=C2CCCCC2C1(O)C(F)(F)F (configuration not stated)
(24) O=C(COC(=O)/C=C/c1cccc(C(F)(F)F)c1)NCc1ccccc1
(40) CN1CCN(C(=O)c2cc(COc3ccc(F)cc3Cl)on2)CC1c1ccccc1 (configuration not stated)
(41) CC(=O)c1ccc(N2CCN(CC(=O)N(C3CC3)C3CCS(=O)(=O)C3)CC2)c(F)c1 (configuration not stated)
(48) CCOc1cc(NC(=S)NCC2CCCO2)c(OCC)cc1NC(=O)c1cccc(F)c1 (configuration not stated)
(57) CCS(=O)(=O)n1nc(-c2cccnc2)nc1NCc1ccc(F)cc1

Assay by compound	7	9	24	40	41	48	57
CRFR2-BP ag	-0.1	-1.2	-0.3	1.9	-0.6	0.1	0.1
PHOSPHO1 block	20	61*	2	24	/	10	-29
M4 PAM	2	4	-3	-12	6	9	6
CRFR2-BP antag	-1	-10	-5	3	-3	2	1
IDE cell activ	0	4	0	-4	1	2	-3
MEKK3 PB1 HTS	102	104	89	108	/	91	100
GalR3 antagonist	-1	-3	-2	4	-1	-1	-6
IDE cell inh	1	-1	7	5	-1	-2	3
p-CIP stab down	9	-2	-17	-2	/	-30	1
